Source: PubChem BioAssay (National Center for Advancing Translational Sciences (NCATS))
GAA inhib – blocks human lysosomal alpha-glucosidase; P10253; purified human GAA, 4-MU-alpha-glucoside fluorescence; Potency, µM (top dose mostly 76.9 µM), without a hit: at the top dose activity change, negative = inhibition, hits mostly inhibitors; hit rate 0.005% among 200,000; AID 1466;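 note: plate controls were uninhibited enzyme wells for no effect and no-enzyme background for full effect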
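Compounds are titrated up to 77 uM against 4 nM human enzyme. Substrate 4-methylumbelliferyl-alpha-D-pyranoside (400 uM) reacts 20 min at room temperature in pH 5.0 buffer; liberated 4-methylumbelliferone is read at 440 nm.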
GAA glycogen – inhibitors or activators of human alpha-glucosidase glycogen cleavage; recombinant GAA, glycogen substrate, Amplex Red glucose oxidase fluorescence; Potency, µM (top dose mostly 76.4 µM), for the others: top-dose activity change, negative = inhibition, usual class: inhibitors; hit rate 0.38% among 300,000; AID 2100;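 note: 0% = full enzyme reaction and -100% = no-enzyme basal signal; the screen sought inhibitors and activators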
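qHTS, 1536-well; enzyme 4 nM final; cpd up to 77 uM; substrate bovine liver glycogen 30 ug; 50 mM citrate/phosphate pH 5.0, 0.01% Tween-20; 37 C, 40 min; Amplex Red detection 45 min RT; Hill fit → AC50.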
GoLoco inh red – inhibitors of human Gai1-RGS12 GoLoco interaction (red fluorophore). Potency, µM (titrated, usually from 61.6 µM), inactives show top-dose activity, negative = inhibition, hits mostly inhibitors. hit rate 0.44% among 230,000. Gai1:RGS12 GoLoco peptide FP, rhodamine, 10 min. P63096; active = well fitted inhibition curve with a large enough effect, not every such curve was filed as active; inactive = no such curve, though single readings can be large or run the other way; note: nearly all actives have a fitted effect of over 30% in size; many of its hits are not listed in these tables
RECQ1 helicase – RECQ1 (human) helicase inhibition | Potency, µM (titrated, usually from 57.3 µM), for the others: at the highest dose activity, negative = inhibition, hits mostly inhibitors | P46063 | hit rate 0.54% among 240,000 | RECQ1 DNA unwinding, red fluorescence kinetic read;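 note: plate controls were vehicle for no effect and no enzyme for full effect; nearly all actives have a fitted effect of over 30% in size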
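RECQ1T1 50 nM; forked duplex (20 bp + 30-nt ss tails) 200 nM, ATP 2 mM final; pH 8.0, 2 mM MgCl2, 2.5 ug/ml poly(dI-dC); 15 min compound preincubation; discontinuous kinetic read over 2 h at RT.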
TRb SRC2 PPI – disrupts binding of human TR beta to SRC2; P10828; TRbeta-SRC2 peptide binding, fluorescence polarization; receptor liganded with 1 µM T3; Potency, µM (highest dose often 106 µM), without a hit: top-dose activity change, negative = inhibition, actives largely listed as inhibitors; hit rate 0.065% among 280,000;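 note: plate controls were bound peptide for no effect and peptide without receptor for full effect; nearly all actives have a fitted effect of over 50% in size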
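Human TRb LBD (0.6 uM) plus Texas Red-labeled SRC2 peptide (20 nM), 1uM T3, 5% DMSO, 5 hr at ambient temperature. Decreased polarization (555/632 nm) flags inhibition; data normalized to free and bound peptide controls.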
L3MBTL1 inh – blocks human L3MBTL1; hit rate 0.66% among 230,000; Potency, µM (titrated, usually from 57.1 µM), for the others: at the top dose activity, negative = inhibition, usual class: inhibitors; AlphaScreen L3MBTL1–H3K9me1 peptide binding; Q9Y468; note: nearly all actives have a fitted effect of over 60% in size
Target sequence (Q9Y468 whole entry, looked up): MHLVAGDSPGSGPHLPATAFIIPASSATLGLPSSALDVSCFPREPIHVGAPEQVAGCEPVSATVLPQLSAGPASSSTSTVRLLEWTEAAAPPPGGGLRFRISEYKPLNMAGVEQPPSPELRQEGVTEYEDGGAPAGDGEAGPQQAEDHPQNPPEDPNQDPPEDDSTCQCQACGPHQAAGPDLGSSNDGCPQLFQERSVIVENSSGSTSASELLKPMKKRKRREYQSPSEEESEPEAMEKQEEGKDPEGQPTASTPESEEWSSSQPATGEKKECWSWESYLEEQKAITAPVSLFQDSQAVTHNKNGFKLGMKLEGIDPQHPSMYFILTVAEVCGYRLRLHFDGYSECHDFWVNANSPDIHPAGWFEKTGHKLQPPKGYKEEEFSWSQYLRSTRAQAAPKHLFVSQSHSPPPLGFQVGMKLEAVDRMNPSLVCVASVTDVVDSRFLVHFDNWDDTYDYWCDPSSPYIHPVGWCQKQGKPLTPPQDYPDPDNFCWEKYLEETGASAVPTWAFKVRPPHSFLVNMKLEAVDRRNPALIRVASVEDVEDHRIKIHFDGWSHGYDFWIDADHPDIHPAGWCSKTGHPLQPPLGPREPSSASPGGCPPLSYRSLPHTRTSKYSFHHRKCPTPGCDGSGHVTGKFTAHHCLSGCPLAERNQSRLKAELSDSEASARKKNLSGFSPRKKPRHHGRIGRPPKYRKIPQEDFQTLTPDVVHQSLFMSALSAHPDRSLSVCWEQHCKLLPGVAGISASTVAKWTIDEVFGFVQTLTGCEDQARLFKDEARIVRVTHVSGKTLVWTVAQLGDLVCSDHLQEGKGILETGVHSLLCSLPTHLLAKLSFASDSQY
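First, the protein-peptide complex forms for 30 min at room temperature (L3MBTL1 50 nM, biotinylated H3K9me1 peptide 75 nM). Next, compounds are pin-transferred and incubated 30 min. Finally, AlphaScreen beads are added and read after 30 min.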
aGlu spleen mod – lysosomal alpha-glucosidase (human) modulation. P10253. human spleen homogenate, 4-MU-alpha-glucoside fluorescence. Potency, µM (titrated, usually from 79.9 µM), inactives show at the top dose activity change, negative = inhibition, actives largely listed as inhibitors. hit rate 0.006% among 240,000. AID 2112;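 note: 0% = enzyme with vehicle and -100% = no enzyme basal signal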
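Compounds were titrated against alpha-glucosidase in spleen homogenate at pH 5.0, with 1 mM 4-methylumbelliferyl substrate for 40 min at 37 C. Reactions were quenched with pH 10 NaOH/glycine and fluorescence measured.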
TR SRC2 fluor cs – Texas Red fluorescence interference in TRb-SRC2 counter-screen. TRb/SRC2 Texas Red total fluorescence interference. Potency, µM (titrated, usually from 106 µM), for inactives: top-dose fluorescence change, negative = quenching. hit rate 0.29% among 280,000; active = well fitted curve in either direction with a large enough effect; inconclusive = small, poorly fitted or top-dose-only effect
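Human TRb ligand-binding domain at 0.6 uM with 20 nM Texas Red SRC2 peptide in Tris buffer containing 1 uM T3 and 5% DMSO, incubated with compound 5 h at ambient temperature. Total fluorescence (555/632 nm) calculated as parallel + 2 × perpendicular.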
* hit, by the source's call; i = inactive; ? = inconclusive; . = not tested or not shown; [ ] = remark or other dose. Unless noted, calls come from the whole dose curve; as a rule, active = well fitted curve in the direction sought with a large enough effect; inconclusive = small, poorly fitted or top-dose-only effect, or another doubt; inactive = no such curve, though single readings can be large; an effect the other way counts as inactive or inconclusive. Unless noted, % is set by controls: 0 for no effect and ±100 for the full control effect; potency is the fitted concentration of half-maximal effect. This is a subset. The share of hits here may be higher or lower than overall.

Compound	TR SRC2 fluor cs	aGlu spleen mod	GAA inhib	TRb SRC2 PPI	L3MBTL1 inh	RECQ1 helicase	GoLoco inh red	GAA glycogen
C=CCOc1ccc2c(CC)cc(=O)oc2c1C	-5%	1%	3%	7%	14%	-6%	-4%	-7%
S=C(Nc1ccc(Oc2ccc(NC(=S)NC3CCCCC3)cc2)cc1)NC1CCCCC1	-5%	0%	0%	3%	-4%	10%	3%	-1%
CCOc1ccc2nc(C)cc(Nc3ccc4c(c3)OCCO4)c2c1	1%	4%	-3%	0%	-4%	i	42%[activator]	0%
Cc1ccc(S(=O)(=O)Nc2cccnc2)cc1	2%	-4%	-2%	-3%	1%	i	1%	2%
CCOC(=O)c1ccc2c(c1)N(Cc1ccccc1C)C(=O)c1ccccc1S2=O (centres undefined)	-1%	4%	-2%	-4%	-5%	i	-1%	4%
CC(C)(C)n1nnnc1C(c1ccccc1F)N1CCN(C2CCCC2)CC1 (centres undefined)	-3%	-4%	4%	-8%	.	-1%	3%	-3%
CCCC(=O)NC(=S)Nc1cccc2c(O)cccc12	-3%	8%	-4%	-6%	-4%	i	5%	8.9µM*
COc1ccc(CN2C(=O)c3ccccc3C2C(=O)NCC2CCCO2)c(OC)c1 (centres undefined)	0%	1%	7%	-13%	-5%	i	-5%	4%
CCOC(=O)C1CCN(c2nc(-c3ccccc3)nc3c2oc2ccccc23)CC1	-1%	-1%	-5%	-1%	.	-11%	-6%	-31%
CCn1c(SCc2ccccc2)nnc1-c1cccnc1	-2%	2%	?	-4%	-13%	14%	17%	12%

Exported with values under each structure: entries from further up
Every second line gives: TR SRC2 fluor cs | aGlu spleen mod | GAA inhib | TRb SRC2 PPI | L3MBTL1 inh | RECQ1 helicase | GoLoco inh red | GAA glycogen
C=CCOc1ccc2c(CC)cc(=O)oc2c1C
    -5% | 1% | 3% | 7% | 14% | -6% | -4% | -7%
S=C(Nc1ccc(Oc2ccc(NC(=S)NC3CCCCC3)cc2)cc1)NC1CCCCC1
    -5% | 0% | 0% | 3% | -4% | 10% | 3% | -1%
CCOc1ccc2nc(C)cc(Nc3ccc4c(c3)OCCO4)c2c1
    1% | 4% | -3% | 0% | -4% | i | 42%[activator] | 0%
Cc1ccc(S(=O)(=O)Nc2cccnc2)cc1
    2% | -4% | -2% | -3% | 1% | i | 1% | 2%
CCOC(=O)c1ccc2c(c1)N(Cc1ccccc1C)C(=O)c1ccccc1S2=O (centres undefined)
    -1% | 4% | -2% | -4% | -5% | i | -1% | 4%

(cont.)
Compound	TR SRC2 fluor cs	aGlu spleen mod	GAA inhib	TRb SRC2 PPI	L3MBTL1 inh	RECQ1 helicase	GoLoco inh red	GAA glycogen
CCCCCSc1nnc(-c2ccccc2NC(C)=O)c(=O)[nH]1	-3%	0%	1%	-3%	.	-11%	5%	4%
CC(C)C(=O)Nc1ccc(N2CCCC2)cc1	3%	-11%	-2%	0%	.	i	5%	-19%
COc1ccc(NC(=S)N2CCCCC2c2cccnc2)cc1 (centres undefined)	-6%	-6%	.	-5%	.	1%	10%	-13%
CCc1ccccc1OCC(=O)Nc1ccc(S(N)(=O)=O)cc1	-6%	-2%	-5%	10%	.	3%	7%	4%
CC(NC(=S)Nc1ccccc1Cl)C(c1ccccc1)N1CCOCC1 (centres undefined)	-2%	-2%	-6%	-4%	-4%	-14%	9%	-7%
Cc1cc(C)cc(OCc2nnc(SCC(=O)c3ccc(Br)cc3)o2)c1	1%	2%	?	-12%	-2%[11.4 µM]	0%	10%	1%
CCOc1ccc(-c2nc(CSc3nncs3)cs2)cc1OC	-1%	-2%	3%	1%	1%	i	6%	-2%
CCC1(C)CC(CC(=O)O)(c2ccccc2OC)CCO1 (centres undefined)	0%	5%	5%	-7%	8%	i	1%	8%
C=CCn1cccc(C(=O)Nc2cc(OC)c(OC)c(OC)c2)c1=O	-4%	-2%	3%	6%	-4%	-2%	4%	3%
C=CCNC1=C(Cl)C(=O)N(c2ccccc2Cl)C1=O	0%	-5%	-15%	2%	13%	1%	5%	-10%

Compound	TR SRC2 fluor cs	aGlu spleen mod	GAA inhib	TRb SRC2 PPI	L3MBTL1 inh	RECQ1 helicase	GoLoco inh red	GAA glycogen
COc1cc(S(=O)(=O)n2nc(C)cc2C)c(OC)cc1Cl	-1%	3%	1%	-5%	.	-17%	-14%	-1%
CCCc1ccc(-c2cc(C(=O)NCCc3ccc(S(N)(=O)=O)cc3)c3ccccc3n2)cc1	-1%	-19%	-5%	-12%	-2%	7%	4%	1%
COc1ccc(Cl)cc1NC(=O)C(C)OC(=O)c1ccc(NS(=O)(=O)c2ccc3[nH]c(=O)[nH]c3c2)cc1 (centres undefined)	1%	9%	6%	15%	-1%	-3%	7%	-7%
N/C(=N\OC(=O)Nc1ccccc1)c1ncc([N+](=O)[O-])s1	-15%	-2%	.	-2%	-9%	i	13%	6%
Cn1cc(SCC(=O)Nc2ccc3c(c2)OCCO3)c2ccccc21	1%	?	-5%	-6%	-17%	-33%	14%	3%
COc1cc(OC)cc(-c2nnc(SCC(=O)N3CCCc4ccccc43)o2)c1	-4%	-5%	-4%	7%	-8%	-1%	-12%	-12%
CC(C)c1onc(C(=O)N2CCCCCC2)c1[N+](=O)[O-]	-3%	3%	0%	-1%	.	0%	5%	-13%
O=C(N/N=C/c1ccc(N2CCOCC2)cc1)c1ccccc1OCCOc1ccccc1	-6%	-11%	2%	2%	.	-9%	12%	-5%
COC(=O)CC1C2(C)CC34OC5(C)O[C@@]6(C7/C(=C(/O)C(C)C)C(=O)OC(c8ccoc8)[C@]7(C)C(OC(C)=O)C(OC(C)=O)[C@]6(O5)[C@@]13C)C(OC(C)=O)[C@]4(O)C2OC(=O)C(C)C (some centres undefined)	-1%	9%	.	5%	.	i	3%	.
Cc1cc(C)nc(N/C(=N\S(=O)(=O)Cc2ccccc2)Nc2cccc(Cl)c2C)n1	2%	-7%	-4%	0%	-7%	11%	3%	-3%

Compound	TR SRC2 fluor cs	aGlu spleen mod	GAA inhib	TRb SRC2 PPI	L3MBTL1 inh	RECQ1 helicase	GoLoco inh red	GAA glycogen
O=C(COC(=O)CCC(=O)c1ccc(F)cc1)Nc1ccccc1	-6%	-3%	6%	-1%	0%	-4%	5%	-1%
O=C(CCn1ccc([N+](=O)[O-])n1)NC1CCCCCC1	-1%	2%	0%	5%	4%	-2%	7%	2%
C/C(CC(=O)Nc1ccccc1-c1ccccc1)=N\NC(=O)COc1ccc(C)cc1Br	2%	1%	-13%	7%	.	-16%	4%	2%
CCCSc1nnc(CSc2nc3nc(C)cc(C)n3n2)o1	0%	-6%	-8%	7%	2%	3%	-4%	6%
COCCOC(=O)C1=C(C)NC(=O)NC1c1cccs1 (centres undefined)	-4%	2%	-5%	-6%	43%[activator]	-2%	1%	9%
CC1CCCCC1NC(=O)Cn1[nH]c(=O)c2ccccc2c1=O (centres undefined)	-2%	1%	1%	-8%	6%	-13%	-3%	2%
Cc1ccc2nc(NC(=O)CN3C(=O)C4CC=CCC4C3=O)sc2c1 (centres undefined)	1%	-3%	-4%	-7%	0%	i	10%	2%
CCOC(=O)CCSc1n[nH]c(=S)s1	-4%	5%	-9%	-4%	-2%	-7%	-35%	-8%
COc1cc2[nH]c(=S)nc(NCc3ccccn3)c2cc1OC	-2%	1%	-5%	1%	.	-1%	-1%	-9%
COc1cccc(NC(=S)N(Cc2ccc(C(=O)O)cc2)Cc2ccc(OC)c(OC)c2)c1	-2%	-6%	11%	-3%	.	7%	8%	-5%

Compound	TR SRC2 fluor cs	aGlu spleen mod	GAA inhib	TRb SRC2 PPI	L3MBTL1 inh	RECQ1 helicase	GoLoco inh red	GAA glycogen
Cc1ccc(N2C(=O)c3ccccc3C2(O)c2ncc[nH]2)cc1 (centres undefined)	-6%	9%	0%	-2%	0%	-3%	4%	-2%
C=CCN(C)NC(=O)Nc1ccccc1	-2%	3%	10%	-2%	11%	i	8%	-1%
Cc1cccc(-c2nnc(SCC(=O)Nc3cccc(C(=O)N4CCOCC4)c3)n2C)c1	-3%	-6%	4%	0%	-7%	0%	2%	-1%
O=[N+]([O-])c1cc([N+](=O)[O-])c2n[nH]c(-c3ccccc3)c2c1	1%	-9%	-6%	3%	14%	-9%	-5%	2%
O=C(COC(=O)C1Cc2ccccc2CN1C(=O)c1ccccc1Cl)Nc1ccc(N2CCOCC2)cc1 (centres undefined)	0%	4%	-8%	-2%	-6%	-3%	1%	-14%
COc1ccc(NC(=S)Nc2cc(S(=O)(=O)N3CCCCC3)ccc2OC)cc1	-3%[53 µM]	7%	-17%	2%[53 µM]	-3%	0%	10%	-3%
CS(=O)(=O)Nc1ccc(C(=O)NCc2ccccn2)cc1	-1%	-3%	6%	-13%	5%	1%	1%	-1%
COc1ccc(CNc2nc3ccccc3n2C)c(OC)c1	0%[53 µM]	-6%	2%	10%[53 µM]	-4%	i	-7%	6%
O=C(CC1Nc2ccccc2NC1=O)Nc1cc(Cl)cc(Cl)c1 (centres undefined)	-4%	1%	2%	1%	.	-7%	-29%	?
O=C(CCN1C(=O)/C(=C/c2cccs2)SC1=S)Nc1ccccn1	0%	-3%	0%	5%	.	-16%	93%[activator]	3%

Compound	TR SRC2 fluor cs	aGlu spleen mod	GAA inhib	TRb SRC2 PPI	L3MBTL1 inh	RECQ1 helicase	GoLoco inh red	GAA glycogen
Cc1cccc(C2(c3cccc(C)c3)CC2C(=O)NCC2CCCO2)c1 (centres undefined)	-1%	-2%	-3%	7%	-5%	-8%	11%	13%
O=C(CCC(=O)OCC(F)(F)C(F)F)Nc1ccc(Cl)cc1	-2%	1%	-5%	-1%	6%	i	2%	8%
CC(=O)c1c(C)nc(-c2ccc(Cl)cc2)nc1N	1%	3%	-5%	-3%	-10%	i	24%	5%
COc1ccc(C2N(c3cc(Cl)ccc3OC)C(=O)C3CCCN32)cc1OC (centres undefined)	-3%	-2%	3%	0%	.	-3%	-17%	-17%
O=C(NNC(=O)C1CCCN(c2ncccn2)C1)c1ccc(F)cc1 (centres undefined)	-1%	-3%	-1%	6%	2%	i	8%	9%
